M5 antag – antagonists of human muscarinic M5 receptor (CHRM5); CHO-hM5 cells, Fluo-8 calcium fluorescence, ACh EC80; inhibition, % at 3 µM; 360,000 tested, 0.59% active; AID 624040;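 active = inhibition above a per-plate cutoff, the mean of that plate's test compounds plus 3 SD, cut at about 27% in these data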;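 note: 0% = acetylcholine EC80 with DMSO and 100% = DMSO without agonist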
Target sequence (P08912 whole entry, looked up): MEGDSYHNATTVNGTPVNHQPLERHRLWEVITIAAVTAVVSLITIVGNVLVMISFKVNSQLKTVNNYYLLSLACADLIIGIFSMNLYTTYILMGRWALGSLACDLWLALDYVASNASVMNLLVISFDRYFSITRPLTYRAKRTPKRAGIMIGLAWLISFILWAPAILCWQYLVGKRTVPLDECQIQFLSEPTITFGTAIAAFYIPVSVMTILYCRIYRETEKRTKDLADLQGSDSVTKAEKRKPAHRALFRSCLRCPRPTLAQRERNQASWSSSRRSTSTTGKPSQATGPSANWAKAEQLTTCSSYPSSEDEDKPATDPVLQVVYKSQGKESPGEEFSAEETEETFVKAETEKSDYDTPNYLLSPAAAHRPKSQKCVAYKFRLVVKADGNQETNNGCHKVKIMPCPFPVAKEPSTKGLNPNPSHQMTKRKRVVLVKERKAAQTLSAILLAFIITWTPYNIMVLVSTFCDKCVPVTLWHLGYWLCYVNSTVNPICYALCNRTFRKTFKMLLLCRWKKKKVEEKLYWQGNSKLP
M4 antag – antagonists of human muscarinic M4 receptor (CHRM4). 360,000 tested, 0.73% active. P08173. inhibition, % at 3 µM. CHO-hM4 cells, ACh EC80, Fluo-8 calcium fluorescence. AID 624125;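 active = inhibition above its plate's cutoff, the mean inhibition of sample wells plus 3 SD, cut at about 27% in these data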;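 note: 0% = acetylcholine EC80 with DMSO and 100% = DMSO without agonist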
CHRM1 PAM – human CHRM1 positive allosteric modulation; P11229; CHO-K1 hM1, Fluo-8 calcium fluorescence, ACh EC20; 0% = ACh EC20, 100% = maximal ACh; activation, % at 3 µM; 360,000 tested, 0.088% active; in the data active = activation above about 19%, passing the limit was not always enough
Target sequence (P11229 whole entry, looked up): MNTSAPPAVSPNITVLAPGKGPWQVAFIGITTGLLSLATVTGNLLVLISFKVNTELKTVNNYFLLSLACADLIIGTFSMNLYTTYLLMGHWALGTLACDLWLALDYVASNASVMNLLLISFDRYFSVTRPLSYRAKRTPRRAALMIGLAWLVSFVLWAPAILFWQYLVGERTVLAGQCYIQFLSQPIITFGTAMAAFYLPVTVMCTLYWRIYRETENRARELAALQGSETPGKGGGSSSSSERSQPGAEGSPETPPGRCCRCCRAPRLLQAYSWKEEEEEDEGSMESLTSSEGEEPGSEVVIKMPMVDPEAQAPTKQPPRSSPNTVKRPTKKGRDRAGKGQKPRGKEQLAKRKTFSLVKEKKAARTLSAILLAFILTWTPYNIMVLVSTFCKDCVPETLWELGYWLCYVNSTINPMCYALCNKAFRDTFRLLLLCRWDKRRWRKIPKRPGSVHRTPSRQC
M1 antag – antagonists of human M1 muscarinic receptor | P11229 | CHO-K1 hM1, Fluo-8 calcium fluorescence, ACh EC80 antagonist | inhibition, % at 3 µM | 360,000 tested, 1.3% active | AID 588852;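 active = percent inhibition above its own plate's cutoff, namely the mean of that plate's compound wells plus 3 SD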;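 note: peak over basal fluorescence ratio during 140 s after agonist addition; 0% = ACh EC80 plus DMSO and 100% = DMSO alone without agonist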
CRFR2-BP ag – agonists of human CRF-binding protein/CRF-R2 receptor complex; HEK293 CRF-R2/CRF-BP, calcium dye fluorescence (FLIPR); percent of saturating CRF peptide response; activation, % at 13.2 µM; 350,000 tested, 0.46% active;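 active = activation of at least 50%, plus an integration ratio under a set limit after plate pattern correction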;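 note: plate controls were neutral control wells without compound for no effect and CRF at EC100 for full effect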
M5 PAM – positive allosteric modulators of human muscarinic M5 receptor | P08912 | CHO-K1 hM5, Fluo-8 calcium, ACh EC20 PAM; 0% = ACh EC20, 100% = ACh EC100 | activation, % at 3 µM | 360,000 tested, 0.3% active;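 active = activation above the run cutoff, the mean activation of all test compounds plus 3 SD, cut at about 18% in these data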
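Measured by: Fluo-8 calcium fluorescence; material: human M5 receptor in CHO-K1 cells; schedule: Post-acetylcholine fluorescence recording 140 s; benchmarks: low control EC20 acetylcholine (0%), high control EC100 acetylcholine (100%); read-out: Max/basal fluorescence ratio as % of EC20–EC100 ACh window; compound: single dose, 3 µM nominal final test concentration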
M4 PAM – CHRM4 positive allosteric modulation | CHO-K1 hM4/Gqi5, Fluo-8 calcium fluorescence, ACh EC20; 0% = ACh EC20, 100% = maximal ACh | activation, % at 3 µM | 360,000 tested, 0.4% active;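 active = activation above its plate's cutoff, the mean activation of sample wells plus 3 SD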; note: some results filed as inactive read as strong as hits
CHRM5 agonist – agonists of human muscarinic M5 receptor (CHRM5); activation, % at 3 µM; CHO-K1 hM5 cells, Fluo-8 calcium fluorescence; 0% DMSO wells, 100% maximal acetylcholine response; P08912; 360,000 tested, 0.19% active;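 active = activation above the run's mean over test compounds plus 3 SD, cut at about 23% in these data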;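 note: signal is peak over basal fluorescence ratio across the kinetic read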
CHRM4 agonist – CHRM4 agonism in calcium assay; 360,000 tested, 0.14% active; CHO-K1 hM4/Gqi5, Fluo-8 calcium fluorescence; vehicle 0%, full acetylcholine response 100%; P08173; activation, % at 3 µM;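 active = activation above the run mean over all test wells plus 3 SD, cut at about 32% in these data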;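 note: peak over basal fluorescence ratio per well then scaled between controls; 0% = DMSO wells and 100% = acetylcholine at EC100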
Starred values were filed as active, the others as inactive. These rows are one share of the data. The share of hits here may be higher or lower than overall.

What do the screens show for `CC(C)(C)c1cc(OC(=O)Cc2ccccc2)ccc1O`?
M5 antag: -5; M4 antag: -3; CHRM1 PAM: 19; M1 antag: -21; CRFR2-BP ag: 4.9; M5 PAM: 19*; M4 PAM: -4; CHRM5 agonist: 0; CHRM4 agonist: -1

Results for COc1cc2c(c(OC)c1)C(=O)OC(C)CCCC(=O)CCCCC2 (configuration not stated) ?
M5 antag: 14; M4 antag: 1; CHRM1 PAM: -3; M1 antag: 9; CRFR2-BP ag: 0.2; M5 PAM: -1; M4 PAM: -5; CHRM5 agonist: -3; CHRM4 agonist: 7

How did CNC(=O)O/N=C(\N)Cc1csc2ccccc12 do in these assays?
M5 antag: 11; M4 antag: 1; CHRM1 PAM: 8; M1 antag: -10; CRFR2-BP ag: -0.8; M5 PAM: -3; M4 PAM: -1; CHRM5 agonist: -4; CHRM4 agonist: 1

What do the screens show for `CCCCn1c(=O)c(C(=O)Nc2ccccn2)c(O)c2ccccc21`?
M5 antag: 6; M4 antag: -6; CHRM1 PAM: 4; M1 antag: -5; CRFR2-BP ag: 0.9; M5 PAM: 6; M4 PAM: 13; CHRM5 agonist: -3; CHRM4 agonist: 1

What do the screens show for `CN1C(=O)C(=Cc2c(OCc3cnc(Cl)s3)ccc3ccccc23)C(=O)N(C)C1=O`?
M5 antag: 1; M4 antag: 0; CHRM1 PAM: 6; M1 antag: 9; CRFR2-BP ag: 13; M5 PAM: 2; M4 PAM: 8; CHRM5 agonist: -2; CHRM4 agonist: 4

Results for CC(C)CNC(=O)c1c(N)n(Cc2ccco2)c2nc3ccccc3nc12 ?
M5 antag: 8; M4 antag: 5; CHRM1 PAM: 10; M1 antag: -6; CRFR2-BP ag: 19; M5 PAM: 9; M4 PAM: 1; CHRM5 agonist: -1; CHRM4 agonist: 2

What do the screens show for `CC(C)(C)P(=O)(NCc1ccccc1)c1ccccc1` (configuration not stated)?
M5 antag: -5; M4 antag: -6; CHRM1 PAM: 15; M1 antag: -8; CRFR2-BP ag: -2.7; M5 PAM: 9; M4 PAM: 0; CHRM5 agonist: 0; CHRM4 agonist: 1

How did COc1ccc(SCC2CN(C)CCC2c2ccc(F)cc2)cc1 (configuration not stated) do in these assays?
M5 antag: -12; M4 antag: 1; CHRM1 PAM: 8; M1 antag: -9; CRFR2-BP ag: -0.6; M5 PAM: 3; M4 PAM: -4; CHRM5 agonist: -17; CHRM4 agonist: 3

Results for CCOP(=O)(Cc1cc(C(C)=O)c(C)o1)OCC ?
M5 antag: 19; M4 antag: 6; CHRM1 PAM: -1; M1 antag: -1; CRFR2-BP ag: 2.8; M5 PAM: -11; M4 PAM: 0; CHRM5 agonist: 1; CHRM4 agonist: 2

Results for O=C1NC(=O)N(c2ccccc2)C(=O)/C1=C\C=C\c1ccccc1 ?
M5 antag: 21; M4 antag: 1; CHRM1 PAM: 10; M1 antag: -4; CRFR2-BP ag: 2.5; M5 PAM: -15; M4 PAM: -4; CHRM5 agonist: -4; CHRM4 agonist: 1

What do the screens show for `Cc1nc2ccccc2c(=O)n1-c1ccc(F)cc1`?
M5 antag: -7; M4 antag: 2; CHRM1 PAM: 6; M1 antag: -6; CRFR2-BP ag: 0.4; M5 PAM: 11; M4 PAM: 14; CHRM5 agonist: 1; CHRM4 agonist: 0

What do the screens show for `O=C(/C=C/c1ccccc1)N1Cc2ccccc2-n2nncc2C1`?
M5 antag: 12; M4 antag: -14; CHRM1 PAM: 1; M1 antag: -3; CRFR2-BP ag: 8.1; M5 PAM: -7; M4 PAM: 8; CHRM5 agonist: 0; CHRM4 agonist: 4

Results for C[N+]12CCC(CC1)C(C(O)(c1cccc(Cl)c1)c1cccc(Cl)c1)C2 (configuration not stated) ?
M5 antag: 74*; M4 antag: 87*; CHRM1 PAM: -25; M1 antag: 97*; CRFR2-BP ag: -0.2; M5 PAM: -30; M4 PAM: -15; CHRM5 agonist: -20; CHRM4 agonist: 0

What do the screens show for `COC(=O)C1=C(c2ccc3ccccc3c2)C[C@@H]2CC[C@H]1N2C(=O)N1CCC(C)CC1`?
M5 antag: 9; M4 antag: -4; CHRM1 PAM: 1; M1 antag: 1; CRFR2-BP ag: 0.4; M5 PAM: -1; M4 PAM: -6; CHRM5 agonist: 0; CHRM4 agonist: -1

What do the screens show for `COC(=O)C1=C(c2cccc(OCc3ccccc3)c2)C[C@@H]2CC[C@H]1N2C(=O)NCc1ccc(Br)cc1`?
M5 antag: 13; M4 antag: 6; CHRM1 PAM: -5; M1 antag: 7; CRFR2-BP ag: 3.5; M5 PAM: -14; M4 PAM: -7; CHRM5 agonist: 0; CHRM4 agonist: 2

How did COc1ccc(OC)c(NP(=O)(Oc2ccc(Cl)cc2)Oc2ccc(Cl)cc2)c1 do in these assays?
M5 antag: 4; M4 antag: 5; CHRM1 PAM: -6; M1 antag: 7; CRFR2-BP ag: -1.1; M5 PAM: -4; M4 PAM: -6; CHRM5 agonist: 1; CHRM4 agonist: 1

What do the screens show for `CCN(CC)c1ccc(/C=C2\C(=O)NC(=S)N(C)C2=O)o1`?
M5 antag: 13; M4 antag: 8; CHRM1 PAM: -2; M1 antag: 2; CRFR2-BP ag: 58*; M5 PAM: -8; M4 PAM: -9; CHRM5 agonist: 37*; CHRM4 agonist: 12

What do the screens show for `CC(=O)O[C@@H]1CC[C@]2(C)C3CC[C@@]4(C)C(C[C@@H](O)[C@@H]4O)C3[C@@H](OC(C)=O)C[C@H]2C1` (some centres not stated)?
M5 antag: -3; M4 antag: -20; CHRM1 PAM: -3; M1 antag: -3; CRFR2-BP ag: -1.4; M5 PAM: 10; M4 PAM: 9; CHRM5 agonist: 1; CHRM4 agonist: 1

What do the screens show for `O=P(N[C@@H](c1ccccc1)[C@@H]1C[C@H]1CO)(c1ccccc1)c1ccccc1`?
M5 antag: 8; M4 antag: 8; CHRM1 PAM: 2; M1 antag: 3; CRFR2-BP ag: -0.1; M5 PAM: -7; M4 PAM: 11; CHRM5 agonist: 3; CHRM4 agonist: 1

How did COc1ccc(CC(C)NCCC(c2ccccc2)c2ccccc2)cc1 (configuration not stated) do in these assays?
M5 antag: 24; M4 antag: 15; CHRM1 PAM: -13; M1 antag: 8; CRFR2-BP ag: -0.2; M5 PAM: -31; M4 PAM: -14; CHRM5 agonist: -19; CHRM4 agonist: 21

What do the screens show for `CCC(CC)NC1CCCCC1OC` (configuration not stated)?
M5 antag: -3; M4 antag: -1; CHRM1 PAM: 1; M1 antag: -4; CRFR2-BP ag: -0.8; M5 PAM: 5; M4 PAM: 0; CHRM5 agonist: -1; CHRM4 agonist: 1

What do the screens show for `NP(=O)(Oc1ccccc1Cl)Oc1ccccc1Cl`?
M5 antag: -7; M4 antag: -1; CHRM1 PAM: 2; M1 antag: 7; CRFR2-BP ag: 0.9; M5 PAM: 3; M4 PAM: -5; CHRM5 agonist: 3; CHRM4 agonist: 1

How did O=NN1CCCCC1 do in these assays?
M5 antag: -4; M4 antag: -11; CHRM1 PAM: 9; M1 antag: -12; CRFR2-BP ag: -2.8; M5 PAM: 3; M4 PAM: 11; CHRM5 agonist: 4; CHRM4 agonist: 2

What do the screens show for `CCOC(=O)[C@]12Cc3cc(OC)ccc3[C@H]1N(CC(=O)OC)C(=O)c1ccccc12`?
M5 antag: 2; M4 antag: -3; M5 PAM: -4; M4 PAM: 8; CHRM5 agonist: -1; CHRM4 agonist: 0

Results for Fc1cccc(-c2ccc3c(c2)CN(C(=S)NCCc2ccccc2)Cc2cnnn2-3)c1 ?
M5 antag: 10; M4 antag: 1; CHRM1 PAM: -5; M1 antag: 7; M5 PAM: -7; M4 PAM: -5; CHRM5 agonist: 0; CHRM4 agonist: 1

Results for COC(=O)C1=C(c2ccc(OC)c(OC)c2)C[C@@H]2CC[C@H]1N2C(=O)NCC1CC1 ?
M5 antag: 10; M4 antag: 3; CHRM1 PAM: 8; M1 antag: -7; CRFR2-BP ag: -1.0; M5 PAM: -1; M4 PAM: 1; CHRM5 agonist: 2; CHRM4 agonist: 1

How did COC(=O)C1=C(c2ccccc2OCc2ccccc2)C[C@@H]2CC[C@H]1N2C(=O)NCCOc1ccc(OC)cc1 do in these assays?
M5 antag: 3; M4 antag: -1; CHRM1 PAM: -4; M1 antag: 2; CRFR2-BP ag: 0.2; M5 PAM: -1; M4 PAM: 0; CHRM5 agonist: -3; CHRM4 agonist: 3

Results for COc1ccccc1CNCCc1ccc(F)cc1 ?
M5 antag: 19; M4 antag: 6; CHRM1 PAM: 8; M1 antag: -17; CRFR2-BP ag: 1.0; M5 PAM: -6; M4 PAM: 0; CHRM5 agonist: -6; CHRM4 agonist: 1

What do the screens show for `OCC12CO[C@@H]3c4ccccc4[C@H](OC1)N32` (some centres not stated)?
M5 antag: -2; M4 antag: -3; CHRM1 PAM: -4; M1 antag: -12; CRFR2-BP ag: 1.7; M5 PAM: -4; M4 PAM: 0; CHRM5 agonist: -3; CHRM4 agonist: 0

What do the screens show for `CN(C)C(=O)Oc1ccc(NC(=O)N2CCOCC2)cc1`?
M5 antag: 9; M4 antag: -8; CHRM1 PAM: 10; M1 antag: -11; CRFR2-BP ag: 0.7; M5 PAM: -4; M4 PAM: 0; CHRM5 agonist: 0; CHRM4 agonist: 1

How did Cc1c(N=Cc2c(O)n(Cc3ccc(F)cc3)c(=O)[nH]c2=O)c(=O)n(-c2ccccc2)n1C do in these assays?
M5 antag: 1; M4 antag: -3; CHRM1 PAM: 10; M1 antag: -14; CRFR2-BP ag: -3.4; M5 PAM: 2; M4 PAM: 0; CHRM5 agonist: -2; CHRM4 agonist: 0

What do the screens show for `O=C(O)c1cccc2nc3ccccc3nc12`?
M5 antag: 6; M4 antag: -13; CHRM1 PAM: 2; M1 antag: -7; CRFR2-BP ag: 0.9; M5 PAM: -5; M4 PAM: 7; CHRM5 agonist: 0; CHRM4 agonist: 2

Results for C[N+]1(C)CCOC(O)(c2ccc(-c3ccc(C4(O)C[N+](C)(C)CCO4)cc3)cc2)C1 (configuration not stated) ?
M5 antag: -5; M4 antag: -1; CHRM1 PAM: 6; M1 antag: -24; CRFR2-BP ag: 2.7; M5 PAM: -1; M4 PAM: -2; CHRM5 agonist: 0; CHRM4 agonist: 1

What do the screens show for `COC(=O)C1=C(c2ccc(F)cc2OCc2ccccc2)C[C@@H]2CC[C@H]1N2C(=O)NCc1ccc(OC)c(OC)c1`?
M5 antag: 17; M4 antag: 5; CHRM1 PAM: -10; M1 antag: 15; CRFR2-BP ag: -0.3; M5 PAM: -24; M4 PAM: -7; CHRM5 agonist: 1; CHRM4 agonist: 15

Structural class, those above with a tert-butyl group.
What do the screens show for `CC(C)(C)c1cc(OC(=O)Cc2ccccc2)ccc1O`?
M5 antag: -5; M4 antag: -3; CHRM1 PAM: 19; M1 antag: -21; CRFR2-BP ag: 4.9; M5 PAM: 19*; M4 PAM: -4; CHRM5 agonist: 0; CHRM4 agonist: -1

What do the screens show for `CC(C)(C)P(=O)(NCc1ccccc1)c1ccccc1` (configuration not stated)?
M5 antag: -5; M4 antag: -6; CHRM1 PAM: 15; M1 antag: -8; CRFR2-BP ag: -2.7; M5 PAM: 9; M4 PAM: 0; CHRM5 agonist: 0; CHRM4 agonist: 1
